Assay outcomes deposited in PubChem by National Center for Advancing Translational Sciences (NCATS).
HT1080 IDH1KD tx = qHTS for induction of synthetic lethality in tumor cells producing 2HG: qHTS for the HT-1080-IDH1KD cell line. AID 686971, 2013. Potency, µM (titrated, usually from 46.1 µM), inactives show top-dose activity, negative = toxicity, actives largely listed as cytotoxic. HT-1080 IDH1 knockdown viability, ATP luminescence, 48 h. 2% of 360,000 active;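 note: potency is the fitted concentration of half-maximal effect; 0% = DMSO wells and -100% = cell-free medium wells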
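Cytotoxicity counter-line: IDH1KD HT-1080, 48 h, CellTiter-Glo. Curves classed by r2, magnitude and activity.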
DRD3 agonist = qHTS of D3 Dopamine Receptor Agonist: qHTS; D(3) dopamine receptor (Homo sapiens), P35462; D3R DiscoveRx beta-arrestin cells, luminescence, 90 min; max activation, %; 0.58% of 410,000 active; AID 652048, 2013; in the data active = max activation above about 30%; note: 0% is about no effect; mostly tested at two doses, the higher about 12 µM
Target sequence (P35462 whole entry, looked up): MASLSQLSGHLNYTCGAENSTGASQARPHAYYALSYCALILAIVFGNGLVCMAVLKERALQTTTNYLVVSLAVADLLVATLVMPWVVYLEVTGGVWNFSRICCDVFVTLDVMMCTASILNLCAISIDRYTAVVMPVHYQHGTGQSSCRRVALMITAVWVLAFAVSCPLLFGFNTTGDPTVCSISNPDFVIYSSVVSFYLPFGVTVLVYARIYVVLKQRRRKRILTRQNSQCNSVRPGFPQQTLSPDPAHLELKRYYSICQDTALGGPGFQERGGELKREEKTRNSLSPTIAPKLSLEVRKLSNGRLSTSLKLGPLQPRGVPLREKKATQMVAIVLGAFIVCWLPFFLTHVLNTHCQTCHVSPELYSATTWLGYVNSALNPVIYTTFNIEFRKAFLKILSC
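Agonist mode: compounds and dopamine controls were applied to plated cells for 90 min at 37 degrees C after an overnight attachment at 1500 cells/well. Luminescent read-out followed 30 - 60 minutes at room temperature with DiscoveRx detection reagent.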
KB-3-1 tox = qHTS assay for MDR1-selective chemotherapeutics: Primary screen using the parental adenocarcinoma cell KB-3-1. Potency, µM (series often up to 46.1 µM), for inactives: top-dose activity change, negative = cytotoxic, hits mostly cytotoxic. 1.4% of 400,000 active. KB-3-1 viability, CellTiter-Glo ATP luminescence, 72 h. AID 1347075, 2019; note: potency is the fitted concentration of half-maximal effect; % is set by controls: 0 for no effect and ±100 for the full control effect; nearly all actives have a fitted effect of over 60% in size
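Viability of parental KB-3-1 cells, measured by CellTiter-Glo luminescence, followed a 72 h incubation at 37 °C with pinned compounds in phenol-red-free DMEM containing 10% FBS.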
HT1080-NT tox = qHTS for induction of synthetic lethality in tumor cells producing 2HG: qHTS for the HT-1080-NT fibrosarcoma cell line. HT-1080-NT fibrosarcoma viability, CellTiter-Glo ATP luminescence, 48 h. Potency, µM (doses to about 46.1 µM), for the others: at the top dose activity, negative = less viability, most hits filed as cytotoxic. 1.6% of 360,000 active;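 note: NT is the 2HG producing partner of a matched IDH1 knockdown line; potency is the fitted concentration of half-maximal effect; 0% = DMSO-treated cells and -100% = media-only wells without cells; nearly all actives have a fitted effect of over 55% in size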
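Viability of the 2HG-overproducing fibrosarcoma line after 48 hours of compound exposure at 37 degrees C was determined by luminescence with CellTiter-Glo, and concentration-effect curves were then fitted and categorized.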
HEK293 tox = qHTS of GLP-1 Receptor Inverse Agonists: Cytotox Screen; HEK293 cAMP-luciferase reporter cells, luminescence, 24 h; Potency, µM (top dose mostly 38.3 µM), without a hit: at the top dose activity change, negative = inhibition, most hits filed as inhibitors; 0.13% of 410,000 active; AID 624418, 2012;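 note: loss of luciferase light is scored as toxicity; potency is the fitted concentration of half-maximal effect; % is set by controls: 0 for no effect and ±100 for the full control effect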
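Cells in DMEM/10% Nu serum/1% pen-strep, 1536-well format. Pre-incubated 12 h, dosed with 23 nL compound, incubated a further 24 h. Luciferase detection, 12 min at room temp, luminescence.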
IL-1B inflam inh = qHTS for Inhibitors of Inflammasome Signaling: IL-1-beta AlphaLISA Primary Screen | THP-1 LPS/ATP IL-1B secretion, AlphaLISA, 16 h; active compounds read low | activity change, % at 57.5 µM | 4.7% of 360,000 active; in the data active = activity change below about -50%; inconclusive = mostly about -30% to -49%; note: % is set by controls: 0 for no effect and ±100 for the full control effect
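Secreted IL-1B measured by AlphaLISA bead assay after 16 h compound exposure of THP-1 cells; compounds (final up to 57.5 uM) added 1 h before LPS (250 ng/mL) and ATP (1.25 mM) stimulation; lower signal means less secretion.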
SW480 rereplic = A quantitative high throughput screen for small molecules that induce DNA re-replication in SW480 colon adenocarcinoma cells; Potency, µM (titrated, usually from 46.1 µM), inactives show top-dose re-replication activation, most hits filed as activators; 1.8% of 340,000 active; SW480 DNA re-replication, Hoechst DNA content imaging, 48 h; note: potency is the fitted concentration of half-maximal effect; % of control where 0% means no effect; nearly all actives have a fitted effect of over 55% in size
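Per well, 250 cells were exposed to pinned compound for 48 hr. Nuclear DNA was visualised with Hoechst (40 min, 37 C) and total object intensity recorded by fluorescence scanning.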
KB-V1 cytotox = qHTS assay for MDR1-selective chemotherapeutics: Primary screen using the drug-selected MDR subline cells KB-V1; 3.4% of 400,000 active; Potency, µM (titrated, usually from 46.1 µM), without a hit: at the highest dose activity change, negative = cytotoxicity, most hits filed as cytotoxic; KB-V1 MDR cells viability, CellTiter-Glo, 72 h; note: potency is the fitted concentration of half-maximal effect; % is set by controls: 0 for no effect and ±100 for the full control effect; nearly all actives have a fitted effect of over 60% in size
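Drug-selected KB-V1 cells, grown in DMEM lacking phenol red with 10% FBS, receive compound titrations; after three days at 37 degrees C, surviving cell ATP is quantified by CellTiter-Glo luminescence and responses normalized and curve-fitted.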
MCF10A rereplic = A quantitative high throughput screen for small molecules that induce DNA re-replication in MCF 10a normal breast cells; 2.9% of 350,000 active; Potency, µM (titrated, usually from 46.1 µM), without a hit: top-dose activity, positive = re-replication, hits mostly activators; AID 624296, 2012; MCF 10A DNA re-replication, Hoechst nuclear intensity, 48 h; note: potency is the fitted concentration of half-maximal effect; % of control where 0% means no effect; nearly all actives have a fitted effect of over 50% in size
* marks the source's active call; other numbers are inactive results; ? = inconclusive; / = no result given; & = joins results of further samples; [ ] = another dose, or the depositor's remark. Unless noted, calls come from the whole dose curve; as a rule, active = well fitted curve in the direction sought with a large enough effect; inconclusive = small, poorly fitted or top-dose-only effect, or another doubt; inactive = no such curve, though single readings can be large; an effect the other way counts as inactive or inconclusive. Rows were taken by chance. About 11% of those tested had a hit in this group.

SMILES | HT1080 IDH1KD tx | DRD3 agonist | KB-3-1 tox | HT1080-NT tox | HEK293 tox | IL-1B inflam inh | SW480 rereplic | KB-V1 cytotox | MCF10A rereplic
Fc1ccc(C2=Nn3c(Cc4ccccc4F)nnc3SC2)cc1 | -3% | -5 | 11% | -6% | -6% | -13 | -17% | 1% | -3%
CC1CN(C(=O)c2cc(-c3ccc(Cl)s3)nc3ccccc23)CC(C)O1 (configuration not stated) | -6% | 5 | 3% | 5% | -8% | -53* | 6% | 1% | ?
COc1ccc(N=Nc2[nH]c3ccc(C)cc3c2O)cc1 | 27% | 7 | 0% | 5% | -18% | 12 | -9% | 8% | -1%
COc1ccc(NC(=O)c2c(F)c(F)c(F)c(F)c2F)cc1Cl | -6% | -2 | -7% | 0% | -17% | -3 | / | 3% | /
COc1ccc2c(c1OC)C(=O)OC2N1C(=O)CC[C@H]1C(=O)Nc1ccc(F)cc1F (some centres not stated) | 0% | -18 | 0% | 1% | -7% | -10 | -1% | -2% | -3%
CCOc1ccc(-c2n[nH]c(C)c2Oc2ccc(OC)cc2)c(O)c1 | ? | -5 | 0% | ? | ? | -28 | -3%[9.22 µM] | -25% | ?
COc1ccccc1C(CCNCc1ccc(N(C)C)cc1)c1ccc(OC(C)C)cc1 (configuration not stated) | ? | -17 | ? | ? | ? | -101* | ? | -18% | 17%
COCC(=O)N(Cc1cc2cc(OC)ccc2[nH]c1=O)c1ccccc1OC | 9% | 4 | 0% | 13% | -15% | -13 | 2% | 0% | -5%
COc1cc2ncc(C(=O)c3ccccc3)c(N3CCN(Cc4ccccc4)CC3)c2cc1OC | -30% | -22 | -8% | ? | ? | -77* | 16% | -3% | ?
CCOC(=O)c1c(CN2CCOCC2)n(C)c2cc(Br)c(O)c(CN(C)C)c12 | 0%&1% | -2&-8 | -5%&-8% | 9%&-8% | -10%&-4% | ? | ? | ? | ?
CCNc1ccc(S(=O)(=O)N(C)C)cc1NCC(=O)Nc1ccc(F)c(Cl)c1 | 1% | -33 | ? | -8% | -26% | -8 | -2% | ? | ?
COc1ccccc1NC(=O)C(C)OC(=O)C1CCN(S(=O)(=O)c2ccccc2C(F)(F)F)CC1 (configuration not stated) | -4% | 2 | 7% | -7% | -2% | 23 | ? | 0% | ?
CCn1c(=O)c([N+](=O)[O-])c(NC2CCS(=O)(=O)C2)c2ccccc21 (configuration not stated) | 21% | 4 | 6% | 23% | -5% | 16 | -1% | 6% | 1%
COc1ccc(N(CC(=O)N2CCCCC2)S(=O)(=O)c2ccccc2)c(OC)c1 | 8%[9.24 µM] | 4 | 5% | 4% | -19% | 1 | 6% | -7% | 0%
CCc1ccc(CN(Cc2ccco2)c2cnc(S(C)(=O)=O)nc2C(=O)Nc2c(C)cccc2C)cc1 | / | 10 | -15% | / | -7% | / | / | 0% | /
COc1cc(OC)cc(C(=O)OCC(=O)N2CCCC2)c1 | 0% | 2 | -2% | 9% | 4% | 8 | -24% | -1% | -6%
COc1ccc(N2CCN(C(=O)c3ccc(OCc4c(C)noc4C)c(OC)c3)CC2)cc1 | 1%[9.24 µM] | -12 | -22% | -1% | 23% | -1 | 0% | 12µM* | 0%
Cc1c2cnn(CC(=O)NCCCN3CCCCC3C)c(=O)c2c(C)n1Cc1ccccc1 (configuration not stated) | -2% | -7 | 24% | -15% | -23% | ? | -7% | -2% | -2%
CC(C)C(=O)NCC(c1ccc2c(c1)OCO2)N1CCN(c2ccccc2F)CC1 (configuration not stated) | / | -21 | 1% | / | 9% | / | / | -14% | /
Cc1ccc(-c2nn(CCC(=O)Nc3cccnc3)c(=O)c3ccccc23)cc1 | -3% | -4 | 5% | -1% | 4% | / | -2% | ? | 9%
Cc1cc(O)c2c(C)c(CC(=O)N3CCCCC3)c(=O)oc2c1 | / | 6 | -3% | / | -9% | / | / | ? | /
Cc1nc(C(=O)O)sc1C1(C)CC(c2cccc([N+](=O)[O-])c2)=NO1 (configuration not stated) | 5% | 13 | 7% | 0% | 7% | -2 | -7% | 6% | -4%
Cc1cccc(NC(=O)CSc2nnc(CNC(=O)c3ccco3)o2)c1C | 11% | -5 | 12% | 3% | -4% | 30 | -3% | ? | -2%
O=C(Nc1cccc(S(=O)(=O)N2CCOCC2)c1)c1ccco1 | 13% | 1 | 10% | 14% | -7% | 0 | 0% | 5% | -3%
CCOC(=O)C1CCCN(C(=O)c2ccccc2NS(=O)(=O)c2ccc(F)cc2)C1 (configuration not stated) | -3% | -1 | 7% | 5% | -14% | -4 | -1% | -13% | -2%
Cc1cccc(N2CCN(C(=O)C3CCCN(S(=O)(=O)c4c(C)noc4C)C3)CC2)c1C (configuration not stated) | -5% | 67* | ? | -6% | -9% | -18 | 7% | -1% | 3%
Cc1ccc(NC(=O)c2cn(CCC#N)nc2-c2cccs2)c([N+](=O)[O-])c1 | -11% | -5 | 3% | -3% | -6% | 0 | -3% | ? | -5%
CCN(CCCNC(=O)c1cc2c(=O)n(CC)c3ccccc3c2s1)c1cccc(C)c1 | / | -14 | -13% | / | 3% | / | / | 15% | /
Cc1ccc(S(=O)(=O)Nc2cc(C(C)C)c(O)cc2C)cc1 | -5% | -1 | -11% | -5% | -2% | 3 | -2% | -6% | ?
COc1cccc(COCCN2CCN(S(=O)(=O)c3ccc(C)cc3)CCC2=O)c1 | -14% | -5 | 12% | 1% | 11% | -20 | -1% | -8% | 16%
Cc1cccc(Cn2c(CN3CCC(C(=O)NC(C)C)CC3)cc3ccccc32)c1 | / | -16 | -23% | / | 5% | / | / | -37% | /
COc1ccc(CCNC(=O)CN(C2CCCCC2)S(C)(=O)=O)cc1 | 5% | 0 | 10% | 3% | -7% | 20 | -1% | 5% | -1%
CC1(C)CN(c2cccc(C#N)c2)C1=O | 2% | 9 | 2% | 17% | 5% | 14 | -16% | 6% | -9%
COCCNC(=O)C1CCCN(S(=O)(=O)c2ccc3c(ccn3C)c2)C1 (configuration not stated) | / | 9 | 4% | / | 4% | / | / | 6% | /
COc1cc(C2c3cc4c(cc3OC(N3CCCC3)C2C)OCO4)cc(OC)c1O (configuration not stated) | ? | 8 | ? | ? | ? | 25 | ? | ? | ?
C(=N\n1cnnc1)/c1ccc2c(c1)OCO2 | 10% | 9 | 6% | ? | 4% | 12 | -2% | 11% | 10%

No new results follow: four of the compounds above.
SMILES | HT1080 IDH1KD tx | DRD3 agonist | KB-3-1 tox | HT1080-NT tox | HEK293 tox | IL-1B inflam inh | SW480 rereplic | KB-V1 cytotox | MCF10A rereplic
CC1(C)CN(c2cccc(C#N)c2)C1=O | 2% | 9 | 2% | 17% | 5% | 14 | -16% | 6% | -9%
COCCNC(=O)C1CCCN(S(=O)(=O)c2ccc3c(ccn3C)c2)C1 (configuration not stated) | / | 9 | 4% | / | 4% | / | / | 6% | /
COc1cc(C2c3cc4c(cc3OC(N3CCCC3)C2C)OCO4)cc(OC)c1O (configuration not stated) | ? | 8 | ? | ? | ? | 25 | ? | ? | ?
C(=N\n1cnnc1)/c1ccc2c(c1)OCO2 | 10% | 9 | 6% | ? | 4% | 12 | -2% | 11% | 10%

Continued.
SMILES | HT1080 IDH1KD tx | DRD3 agonist | KB-3-1 tox | HT1080-NT tox | HEK293 tox | IL-1B inflam inh | SW480 rereplic | KB-V1 cytotox | MCF10A rereplic
CCc1c(C)sc(NC(=O)c2cc(-c3ccc(OC)cc3)on2)c1C#N | / | -3 | 5% | / | 0% | / | / | ? | /
CO[C@@H]1CN(C)C(=O)c2cc(NC(=O)C3CC3)ccc2OC[C@H](C)N(C(=O)CN2CCOCC2)C[C@@H]1C | 18% | -2 | 1% | 27% | -14% | 11 | / | 2% | /
Cc1cn(C)c(CC(=O)Nc2cccc(C#N)c2)c1C(=O)O | / | 3 | 4% | / | 0% | / | / | ? | /
COC(=O)c1ccc(NC(=O)COC(=O)C2CCC2)cc1 | 4% | 1 | -10% | 13% | 2% | 20 | -21% | 17% | -15%
O=C(NCC1CC1)c1cc2c(c(-c3cccc(-c4ccccc4F)c3)n1)[C@@H](CCO)N(C(=O)CC1CC1)C2 | ? | -11 | 2% | 21µM* | -8% | -59* | / | ? | /
Cc1cc(C)n(C(=O)CCC2COc3ccccc3O2)n1 (configuration not stated) | -7%[9.24 µM] | -7 | -3% | 0% | 25% | 1 | -4% | -10% | -1%
CC(C)C(C(=O)O)N1C(=O)/C(=C/c2cccn2C)SC1=S (configuration not stated) | 10% | 3 | -12% | -1% | -18% | 7 | -5% | 0% | -12%
CSC1=C(C#N)C(c2ccccc2Cl)C2=C(N1)c1ccccc1C2=O (configuration not stated) | 7% | 2 | -13% | -2% | -12% | -98* | -7% | -19% | ?
CC(O)CNC(=S)Nc1ccccc1 (configuration not stated) | 14% | -4 | 16% | 15% | -10%[0.307 µM] | 2 | -2% | 0% | -7%
COc1ccc(NC(=O)NCc2cccn2C)c(OC)c1 | -1% | 4 | 16% | 1% | -1% | -10 | 3%[9.22 µM] | 22% | 0%
CCc1ccc(NC(=S)N2CCN(S(=O)(=O)c3ccccc3)CC2)cc1 | -6% | -9 | -5% | 0% | -16% | -17 | -10% | 29% | 0%
CCc1ccc(NS(=O)(=O)c2ccc3oc(=O)c4ncn(CC)c4c3c2)cc1 | / | 5 | 0% | / | ? | / | / | 7% | /
COc1ccccc1C(=O)Nc1ccc2nc(SCCOc3ccccc3C)sc2c1 | / | -6 | 1% | / | 5% | / | / | 6% | /
